CD40 NFkB inh = CD40 pathway inhibition in BL2 cells. inhibition, % at 10 µM. AID 1053188. 83,000 tested, 0.94% active. BL2 NF-kB luciferase reporter, CD40L-induced, 4 h;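 active means mean inhibition of at least 50% with a set share of replicates also reaching that level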;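 further: 0% = neutral control wells and 100% = IKK inhibitor VII at 50 µM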
Active calls of the source: *; [ ] = remark or other dose. The list is partial; rates above refer to the full screens.

SMILES	CD40 NFkB inh
CC(C)CC#Cc1ccc([C@H]2[C@@H](CO)N3C(=O)CN(C(=O)c4cccc(F)c4)C[C@H]23)cc1	5[25 µM]
CCOc1ccccc1NC(=O)C(C)CC (configuration not stated)	-4
O=C1c2cccc3c(N4CCCCC4)ccc(c23)C(=O)N1CCO	-78
CCCC(=O)N1CC2(C1)CN(S(=O)(=O)c1ccc(C)cc1)[C@@H](CO)c1[nH]c3cc(OC)ccc3c12	9[25 µM]
Cc1cc(C(=O)CN2C(=O)NC(CC(C)C)C2=O)c(C)n1-c1ccccc1F (configuration not stated)	10
Cc1ccc2c(N)c(C#N)sc2n1	-8
CC(NC(=O)c1cc(-c2ccccn2)nc2ccc(Cl)cc12)C1CCCO1 (configuration not stated)	8
CC(=O)N(C)c1ccc(NC(=O)c2cnn(C)c2)cc1	-1
O=C(NC1CCCCCC1)C1CCN(S(=O)(=O)c2cnc[nH]2)CC1	-4
CN(C)S(=O)(=O)c1cccc(NC(=O)CO/N=C(\N)c2ccccc2)c1	0
CCN(CC)S(=O)(=O)c1ccc2oc(SCC(=O)Nc3cc(C)on3)nc2c1	-8
O=C(CN1CCN(c2ccc(F)cc2)CC1)c1cccs1	-7
CCOC(=O)C1CCN(C(=O)C2CCN(S(=O)(=O)N3CCCC3)CC2)CC1	-1
CCN(CC)c1nc2nonc2nc1N(CC)CC	14
O=C(COc1ccc(S(=O)(=O)N2CCCC2)cc1)N1CCCC1	6
COc1ccc2sc(N(CCCN(C)C)C(=O)c3ccc(S(=O)(=O)N4CCCc5ccccc54)cc3)nc2c1	8
O=[N+]([O-])c1ccccc1CCc1cnc(Cl)s1	-1
COc1ccc(C)cc1N(CC(=O)N/N=C/c1ccc2c(c1)OCO2)S(C)(=O)=O	-2
COc1cc(/C=C(\C(=O)O)c2ccc(S(=O)(=O)N3CCCC3)s2)cc(OC)c1	-1
Cc1ccc(C)c(S(=O)(=O)N2CCCC2CNC(=O)C(=O)NCc2ccco2)c1 (configuration not stated)	-2
CC1CCN(C(=O)CCCC(=O)O)CC1	2
C[C@H]1CN([C@@H](C)CO)C(=O)c2c(c3ccccc3n2C)-c2ccccc2CO[C@H]1CN(C)C(=O)Nc1ccnc(N2CCOCC2)c1	-6[25 µM]
O=[N+]([O-])c1ccccc1C=NNC(=S)NN=Cc1ccccc1[N+](=O)[O-]	-118
CO[C@@H]1CN(C)C(=O)c2cc(NC(=O)c3cccc(F)c3)ccc2OC[C@@H](C)NC[C@H]1C	-2
NC(=O)C1(N2CCCCC2)CCN(C(=S)NCCc2ccccc2)CC1	2
CC(=O)CCc1c(C)c2cccc(C)c2[nH]c1=O	8
Cc1ccccc1NC(=O)C(C#N)Cc1cccnc1 (configuration not stated)	4
Cc1cc(C)n2cc(CSc3nnc(N)s3)nc2n1	-1
Cc1nn(C)c(Oc2ccccc2)c1CCNC(=O)C(C)(C)C	6
Cn1nc(C2CC2)cc1NC(=O)C1(C)CCN1C(=O)c1ccccc1CCc1ccccc1 (configuration not stated)	11
Cc1sc(-c2ccccn2)nc1OC(=O)c1ccc(F)cc1F	-7
C[C@@H]1CN([C@@H](C)CO)C(=O)c2ccccc2-c2ccccc2CO[C@@H]1CN(C)C(=O)Nc1ccccc1	-7
c1ccc2c(c1)ncn2-c1ccc(-c2ccnc(-c3ccncc3)n2)cc1	14
COc1ccc(CNC(=O)c2ccccc2NC(=O)C2=C(C)OCCS2)cc1	-1
CC(C)C(C)NC(=O)COc1nc2ccccc2nc1N(C)C1CCCCC1 (configuration not stated)	1
COc1ccccc1C(=O)NC(=O)COC(=O)c1ncc(Cl)c(Cl)c1Cl	8
CCN1[C@@H]2Cn3c(ccc(-c4ccc(F)cc4)c3=O)[C@H]1[C@@H](C(=O)Nc1nccs1)[C@@H]2CO	-7[25 µM]
O=C(CSc1n[nH]c(-c2cccs2)n1)N1CCCC1	-5
Nc1nnc(C(c2ccccc2)c2ccccc2)s1	9
O=C(CCCN1C(=O)c2cccc3cccc(c23)C1=O)N1CCN(c2ncccn2)CC1	-5
COc1ccccc1C(=O)C1CCCN(C(=O)C2CCCC2)C1 (configuration not stated)	-4
CO[C@@H]1CN(C)C(=O)c2cc(NS(C)(=O)=O)ccc2OC[C@@H](C)N(C(=O)C2CCCC2)C[C@H]1C	-22
COCc1cc(CN2CCCC2)c(O)c2ncccc12	10
C[C@@H](O)C#Cc1ccc([C@H]2[C@H](CO)N3CCCCN(C(=O)c4ccc5c(c4)OCO5)C[C@@H]23)cc1	4[25 µM]
COC(=O)C1C(OC)=CC(=O)C2CCCCC21 (configuration not stated)	-1
O=C(C1CC1)N1CCCCN2[C@H](CO)[C@@H](c3ccc(C#CC4CCCC4)cc3)[C@H]2C1	12[25 µM]
O=C(c1cccc(OCc2ccccc2)c1)N1CCOCC1	-8
Cc1cccc(Oc2ccccc2NC(=O)CSCC(=O)Nc2cc(C)on2)c1	6
Cn1c(=O)c2c(nc(CO)n2C)n(C)c1=O	10
COc1ccccc1-c1ccc2c(c1)C(C)(Cc1cccc(C#N)c1)C(=O)N2 (configuration not stated)	15
Carrying on:
SMILES	CD40 NFkB inh
Cn1ncc(Cl)c1C(=O)NCc1ccco1	1
O=[N+]([O-])c1cccc(/C=N\N=C2c3ccccc3-c3ccccc32)c1O	6
CCOC(=O)C1(Cc2ccccc2)CCN(C2Cc3ccccc3C2)CC1	8
CCCC#Cc1ccc([C@@H]2[C@H](C#N)N(C(=O)C3CCC3)[C@H]2CO)cc1	0
O=C(O)c1ccc(Cl)cc1NC(=O)C1CCN(S(=O)(=O)c2cccs2)CC1	-6
COc1ccc(S(=O)(=O)N(C)C[C@@H]2OCc3ccccc3-c3ccccc3C(=O)N([C@H](C)CO)C[C@H]2C)cc1	-1
N#Cc1ccc(Oc2cccc3cccnc23)c([N+](=O)[O-])c1	-22
OCCN1CCN(C(=S)Nc2ccc(SC(F)F)cc2)CC1	-1
CC1(CCC(=O)N2CCCC(N3CCN(c4ccc(F)cc4)CC3)C2)CC1 (configuration not stated)	1
S=C(Cc1ccccc1)N1CCOCC1	10
CNc1cccc(-c2cccc(C(=O)N3CCOCC3)c2)n1	-24
CNC(=O)Nc1ccccc1F	-1
COc1ccccc1NC(=S)N1CCC(NC(=O)c2ccco2)CC1	-4
N#Cc1c2c(c(Nc3ccc(F)cc3)n3c1nc1ccccc13)CCCC2	21
C/C=C/c1ccc([C@H]2[C@@H](CO)N(C(=O)CC)[C@H]2CN(C)S(C)(=O)=O)cc1	9[25 µM]
COC(=O)C[C@@H]1CC[C@@H]2[C@H](COc3ccc(NS(=O)(=O)c4ccc(C)cc4)cc3C(=O)N2C)O1	-9[25 µM]
N#C[C@H]1[C@H](c2ccc(C#Cc3ccc(F)cc3)cc2)[C@H](CO)N1C(=O)C1CCC1	28[25 µM]
C[C@]12CCC(=O)C=C1CC[C@@H]1[C@@H]2C(=O)C[C@@]2(C)[C@H]1CC[C@]2(O)C(=O)CO	-9
O=C(Cc1ccc(Cl)cc1)NNS(=O)(=O)c1ccc([N+](=O)[O-])cc1	12
Cc1cc(F)ccc1S(=O)(=O)Nc1ccccc1C(=O)NCc1cccnc1	-4
CCCc1cc(=O)[nH]c(SCC(=O)N(C)CC(=O)Nc2ccc(F)cc2)n1	8
COc1cc(N(C)C)c(NC(C)=O)cc1C(=O)O	15
COc1ccccc1CNC(=O)c1cccc(S(=O)(=O)N2CCCC2)c1	3
CC(C)NC(=O)Nc1cccc2c1O[C@H](CN(C)S(C)(=O)=O)[C@@H](C)CN(C)C2=O	8
C/C=C/c1ccccc1[C@H]1[C@@H](C#N)N(c2nc(CC)cs2)[C@H]1CO	-10[25 µM]
COc1ccc(S(=O)(=O)N[C@H](C(=O)O)C(C)C)cc1	9
c1ccc2c(SCc3cn4ccccc4n3)nncc2c1	-51
Cc1c(CNCCCc2ccccc2)c(C(=O)O)c(C)n1Cc1ccccc1	-3
COc1ccccc1CCNC(=O)CN1C(=O)NC2(CCCC2)C1=O	1
Cc1cccnc1NC(=O)CNC(=O)C12CC3CC(CC(C3)C1)C2	-38

A different layout for four compounds above:
CC(C)NC(=O)Nc1cccc2c1O[C@H](CN(C)S(C)(=O)=O)[C@@H](C)CN(C)C2=O
  CD40 NFkB inh: 8

C/C=C/c1ccccc1[C@H]1[C@@H](C#N)N(c2nc(CC)cs2)[C@H]1CO
  CD40 NFkB inh: -10[25 µM]

COc1ccc(S(=O)(=O)N[C@H](C(=O)O)C(C)C)cc1
  CD40 NFkB inh: 9

c1ccc2c(SCc3cn4ccccc4n3)nncc2c1
  CD40 NFkB inh: -51

New compounds follow
SMILES	CD40 NFkB inh
O=C1CS/C(=C/C(=O)c2cccc(Cl)c2)N1	-6
O=C(C[C@@H]1C=C[C@@H](NS(=O)(=O)c2ccccc2)[C@H](CO)O1)NCCN1CCCCC1	5[25 µM]
COc1ccccc1N1CCN(S(=O)(=O)c2cn(C)cn2)CC1	-2
O=C(Nc1cccc(S(=O)(=O)N2CCOCC2)c1)c1ccc(N2CCCC2=O)cc1	10
c1ccc(-c2nc3cccnc3nc2-c2ccccc2)cc1	2
Cn1nc(C(=O)Nc2cccc(S(=O)(=O)N3CCCC3)c2)c2ccccc2c1=O	18
C[C@@H]1CN([C@@H](C)CO)C(=O)CCCn2nncc2CO[C@@H]1CN(C)S(=O)(=O)c1ccccc1	-2
Cc1ccc(S(=O)(=O)N(C)C[C@H]2Oc3ccc(NC(=O)CCCN(C)C)cc3C(=O)N([C@H](C)CO)C[C@H]2C)cc1	-6[25 µM]
CCN(CC)S(=O)(=O)c1ccc(Cl)c(C(=O)OC)c1	5
CN(CC(=O)Nc1cc(S(=O)(=O)N2CCCC2)ccc1Cl)Cc1cccs1	15
O=C(c1csc(Nc2cccc3ccccc23)n1)N1CCCC1	2
CO[C@@H](CN(C)Cc1ccc2c(c1)OCO2)[C@H](C)CN(C(=O)Nc1ccc(F)cc1)[C@@H](C)CO	-7[25 µM]
CN1C(=O)c2cc(NC(=O)Cc3cccs3)ccc2OC[C@@H]2O[C@H](CC(=O)NCC3CCCCC3)CC[C@@H]21	14[25 µM]
CC1CCc2ccc(F)cc2N1S(=O)(=O)c1cccs1 (configuration not stated)	13
C[C@H](CO)N1C[C@H](C)[C@H](CN(C)C(=O)Nc2ccc3c(c2)OCO3)Oc2ccc(NS(=O)(=O)c3cccs3)cc2C1=O	-9[25 µM]
NNC(=O)C1CC(O)CN1S(=O)(=O)c1ccc2ccccc2c1 (configuration not stated)	0
O=C(c1cc2ccccc2cc1O)N1CCCC1	7
CCCNC(=O)CN(CCc1ccccc1)S(C)(=O)=O	11
Cc1[nH]c2ccccc2c1C(=O)COC(=O)C1CC(=O)N(Cc2ccco2)C1 (configuration not stated)	-3
CSCCC(NC(=O)c1cccc(S(=O)(=O)N2CCN(C(C)=O)CC2)c1)c1nc2ccccc2[nH]1 (configuration not stated)	4
COc1ccc(-c2cc([N+](=O)[O-])ccc2OCC(=O)N(C)CC(=O)Nc2ccc(C)cc2)cc1	8
Cc1ccc(NC(=O)CN(C)C(=O)c2ccc(OCc3c(C)noc3C)cc2)cc1	3
O=C1CCN(C(=O)c2ccccc2)c2ccccc21	-3
COc1ccc(CSCCN)cc1Cl	-1
C[C@@H]1CN([C@@H](C)CO)C(=O)c2cc(-c3cccc(C(=O)N(C)C)c3)cnc2O[C@H]1CN(C)C(=O)Cc1ccccn1	-1[25 µM]
COc1ccc(NC(=O)CN(C)C(=O)/C=C/c2cn(-c3ccccc3)nc2-c2ccc(F)cc2)cc1	-2
C[C@H]1CN([C@@H](C)CO)S(=O)(=O)c2ccc(-c3ccccc3)cc2O[C@@H]1CN(C)C(=O)CC1CC1	1[25 µM]
COc1ccccc1C(C)NCC(=O)Nc1c(F)cccc1F (configuration not stated)	20
CCC(C)NC(=O)C1CCN(S(=O)(=O)N2CCCC2)CC1 (configuration not stated)	9
CCN(c1ccccc1)S(=O)(=O)c1ccc(OCc2c(C)noc2C)cc1	5

Molecules from the list above that have a cyano group (eight):
SMILES	CD40 NFkB inh
Cc1ccc2c(N)c(C#N)sc2n1	-8
Cc1ccccc1NC(=O)C(C#N)Cc1cccnc1 (configuration not stated)	4
COc1ccccc1-c1ccc2c(c1)C(C)(Cc1cccc(C#N)c1)C(=O)N2 (configuration not stated)	15
CCCC#Cc1ccc([C@@H]2[C@H](C#N)N(C(=O)C3CCC3)[C@H]2CO)cc1	0
N#Cc1ccc(Oc2cccc3cccnc23)c([N+](=O)[O-])c1	-22
N#Cc1c2c(c(Nc3ccc(F)cc3)n3c1nc1ccccc13)CCCC2	21
N#C[C@H]1[C@H](c2ccc(C#Cc3ccc(F)cc3)cc2)[C@H](CO)N1C(=O)C1CCC1	28[25 µM]
C/C=C/c1ccccc1[C@H]1[C@@H](C#N)N(c2nc(CC)cs2)[C@H]1CO	-10[25 µM]

Remaining list, next part.
SMILES	CD40 NFkB inh
CC(=O)N1CCN(C(=O)c2ccc(Cl)c(S(=O)(=O)N3CC(C)OC(C)C3)c2)CC1 (configuration not stated)	-7
CC(NS(=O)(=O)c1ccc(Br)cc1)C(N)=O (configuration not stated)	6
COc1ccc(NC(=O)CN(C)C(=O)/C=C/c2cn(Cc3ccccc3)nc2-c2cccnc2)cc1	-8
CCN(CC)S(=O)(=O)c1ccc(OC)c(NC(=O)c2cc([N+](=O)[O-])ccc2N2CCOCC2)c1	-10
CCCC(=O)NCCc1ccc(F)cc1	2
CCOC(=O)C1CCN(Cc2c(C(=O)N3CCOCC3)nc3c(C)cccn23)CC1	10
Cc1csc(NC(=O)CCc2nc3ccccc3s2)n1	-14
Cc1cnc(C(=O)N2CCCC(N3CCN(c4ccccc4C)CC3)C2)cn1 (configuration not stated)	-1
CN1C(=O)c2cc(NS(C)(=O)=O)ccc2OC[C@H]2O[C@@H](CC(=O)NCc3ccccc3)CC[C@H]21	10[25 µM]
Cc1n[nH]c(=O)c2c(NC(=O)CSc3nn(-c4ccc(F)cc4)c(=S)s3)oc(C)c12	7
COc1ccc(C(=O)N2C[C@@H]3[C@H](c4ccccc42)[C@H](CO)N3Cc2ccc3c(c2)OCO3)cc1	-10[25 µM]
C[C@@H]1CN([C@@H](C)CO)C(=O)c2cc(NC(=O)Nc3cccc4ccccc34)ccc2O[C@@H]1CN(C)S(=O)(=O)c1cccs1	5[25 µM]

Screens from PubChem.
